APEX1 inh – qHTS Assay for Inhibitors of the Human Apurinic/apyrimidinic Endonuclease 1 (APE1) | recombinant APE1, TAMRA/BHQ-2 abasic DNA cleavage fluorescence | DNA repair nuclease/redox regulator APEX1 (Homo sapiens), P27695 | Potency, µM (highest dose often 65.8 µM), for inactives: top-dose activity change, negative = inhibition, actives largely listed as inhibitors | hit rate 0.35% among 350,000;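 note: plate controls were vehicle for no effect and reference inhibitor for full effect; nearly all actives have a fitted effect of over 55% in size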
Target sequence (P27695 whole entry, looked up): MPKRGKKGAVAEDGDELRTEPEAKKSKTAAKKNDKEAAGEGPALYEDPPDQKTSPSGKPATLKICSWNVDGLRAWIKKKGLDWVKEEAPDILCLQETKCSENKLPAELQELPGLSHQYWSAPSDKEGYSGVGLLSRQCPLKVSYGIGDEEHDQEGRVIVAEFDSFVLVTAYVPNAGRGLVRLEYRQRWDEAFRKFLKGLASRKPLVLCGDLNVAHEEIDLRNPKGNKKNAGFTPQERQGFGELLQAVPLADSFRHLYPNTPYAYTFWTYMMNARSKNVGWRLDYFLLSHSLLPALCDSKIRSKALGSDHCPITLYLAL
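Enzyme (0.75 nM final) and test compound are incubated 15 min at room temperature before adding 50 nM quenched THF abasic-site duplex. Cleavage dequenches TAMRA, followed at 525/598 nm over three reads one minute apart.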
Apoferritin bind – qHTS Assay for Identification of Novel General Anesthetics. apoferritin/1-aminoanthracene competitive binding, fluorescence. Potency, µM (titrated, usually from 77.5 µM), for the others: at the highest dose activity change, negative = displacement, most hits filed as inhibitors. hit rate 0.074% among 350,000. Ferritin light chain (Equus caballus), P02791; note: nearly all actives have a fitted effect of over 20% in size
Target sequence (P02791 2-175 limits assumed): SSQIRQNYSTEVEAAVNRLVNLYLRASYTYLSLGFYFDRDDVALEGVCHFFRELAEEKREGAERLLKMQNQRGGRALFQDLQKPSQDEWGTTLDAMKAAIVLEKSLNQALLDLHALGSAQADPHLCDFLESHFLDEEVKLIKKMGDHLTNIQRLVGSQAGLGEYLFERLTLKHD
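10 uM apoferritin + 50% sat. 1-AMA, PBS; cpd 10 min RT; Ex380/Em535 endpoint; normalized to free probe vs complex; 4-param Hill fit; propofol titration as pos. ctrl.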
BLM inh – qHTS Assay for Inhibitors of Bloom's syndrome helicase (BLM) | RecQ-like DNA helicase BLM (Homo sapiens), P54132 | recombinant BLM DNA unwinding, fluorescence dequenching | Potency, µM (top dose mostly 56.1 µM), for the others: at the top dose activity change, negative = inhibition, usual class: inhibitors | hit rate 0.2% among 350,000 | AID 2528, 2010;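 note: plate controls were vehicle for no effect and no enzyme for full effect; nearly all actives have a fitted effect of over 35% in size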
Starred values were filed as active, the others as inactive; ? = inconclusive; & = joins results of further samples; [ ] = dose if it differs, or a comment. Calls come from the whole dose curve; as a rule, active = well fitted curve in the direction sought with a large enough effect; inconclusive = small, poorly fitted or top-dose-only effect, or another doubt; inactive = no such curve, though single readings can be large; an effect the other way counts as inactive or inconclusive. Unless noted, % is set by controls: 0 for no effect and ±100 for the full control effect; potency is the fitted concentration of half-maximal effect. A portion of the library. The share of hits here may be higher or lower than overall.

1	Cc1ccc(S(=O)(=O)N[C@@H]2COC(=O)C/C=C\[C@H](C)COC(=O)N[C@@H](C)C(=O)C/C=C\[C@H]2C)cc1
2	CCOC(=O)N/N=C1/C[C@@H](O)[C@@H](O)[C@@H]2[C@@H]3C(=O)N(Cc4ccccc4)C(=O)[C@H]3CC[C@H]12
3	COc1ccc(-c2nnc3n2N=C(c2c(OC)cccc2OC)CS3)cc1OC
4	CC/C=C\CC[C@H](O)C1=CCCCC1=O
5	CCCCCS(=O)(=O)CCCCCCCCCCn1c(-c2ccc(O)cc2)c(C)c2cc(O)ccc21
6	COc1ccccc1C1=Nn2c(nnc2-c2ccccc2C)SC1
7	COC(=O)[C@@]1(Cc2ccc(OC)cc2)[C@H]2c3cc(C(=O)N4CCCC4)n(Cc4ccc(OC(F)(F)F)cc4)c3C[C@H]2CN1C(=O)c1ccccc1
8	Cc1noc(C)c1-c1ccc2ncnc(NCc3cccn3C)c2c1
screen / no.	1	2	3	4	5	6	7	8
APEX1 inh	14.0%[12.4 µM]	-10.6%[12.4 µM]	-2.5%	-1.3%[12.4 µM]	?	-7.0%&0.9%	-18.3%	?
Apoferritin bind	-4.0%[15.3 µM]	-12.8%[15.3 µM]	-9.8%	5.1%[15.3 µM]	31.2%[activator]	?	7.3%	-4.6%
BLM inh	-1.1%[12.4 µM]	0.1%[12.4 µM]	-3.6%	3.8%[12.4 µM]	-12.2%	-0.8%&2.6%	-6.4%	4.6%

9	CCCC[C@@H]1C[C@H]1C(NC(=O)c1cccs1)c1ccc(C(F)(F)F)cc1 (some centres undefined)
10	COC(=O)[C@@]1(Cc2ccc(F)cc2)[C@H]2c3cc(C(=O)N(C)C)n(Cc4ccc(C(F)(F)F)nc4)c3C[C@H]2CN1C(=O)c1ccccc1
11	CC(=O)OC[C@H]1O[C@@H](ON=C(C)C)[C@H](OC(C)=O)[C@@H](OC(C)=O)[C@H]1OC(C)=O
12	COC(=O)[C@@H]1CC[C@H](C)[C@@H](c2ccc(C)cc2)N1C(=O)c1ccc(/C=N\O[C@@H](C)CN2CCCCc3nc(C)c(C)cc32)cc1
13	CO[C@H]1COC(=O)[C@H](C)COC(=O)[C@@H](Cc2ccccc2)NC(=O)C/C=C\[C@H]1C
14	COc1cc(OC)cc(-c2nnc3n2N=C(c2ccc(OC)c(OC)c2)CS3)c1
15	COc1ccc(-c2nnc3n2N=C(c2c(OC)cccc2OC)CS3)cc1
16	CCC1=C2CC[C@H]3C(=O)N(C)C(=O)[C@H]3[C@H]2[C@@]2(C)C(=NCc3ccccc3)OC(=O)N2C1=O
screen / no.	9	10	11	12	13	14	15	16
APEX1 inh	0.1%	-3.3%	35.8%[activator][12.4 µM]	6.9%[12.4 µM]	5.8%[12.4 µM]	5.1%	-2.4%	-2.7%
Apoferritin bind	0.4%	-10.0%	11.1%[15.3 µM]	-21.4%[15.3 µM]	0.4%[15.3 µM]	-6.1%	-17.8%	-11.4%
BLM inh	-10.4%	-6.8%	4.0%[12.4 µM]	4.6%[12.4 µM]	3.4%[12.4 µM]	2.5%	-1.7%	-3.6%

17	C#CCCCC(=O)Nc1ccccc1
18	COC(=O)[C@@]1(Cc2ccc(OC)cc2)[C@H]2c3cc(C(=O)N4CCCC4)n(C[C@H](O)CO)c3C[C@H]2CN1C(=O)c1ccccc1
19	CCCCCCC1=Cc2cc(OC)c(OC)cc2C(C2(C(=O)OCC)CCCC2=O)O1 (centres undefined)
20	C[C@@H]1CC[C@H]2C(=O)N3[C@@H](CC[C@@H](C)[C@@H]3c3ccc(Br)cc3)C(=O)N2[C@@H]1c1ccc(Br)cc1
21	CCCC1(C(=O)OC)C=C2C(=C(C)C(=O)C2C)CN1 (centres undefined)
22	COC(=O)C/C=C\[C@@H](C)[C@@H](/C=N\OCC[C@@H]1C=C[C@H](OC(C)=O)[C@H](COC(C)=O)O1)OC
23	COc1ccc(OC)c(C2=Nn3c(nnc3-c3ccccc3OC)SC2)c1
24	CCCCNc1nc(C)nc2c1nc(-c1ccccc1)n2C1CCN(Cc2ccccc2)C1 (centres undefined)
screen / no.	17	18	19	20	21	22	23	24
APEX1 inh	-6.1%	-3.5%	18.4%[12.4 µM]	-11.2%[12.4 µM]	?	19.2%[12.4 µM]	15.6%	-2.7%
Apoferritin bind	2.0%	-10.8%	-9.6%[15.3 µM]	-4.4%[15.3 µM]	-20.0%	6.6%[15.3 µM]	-9.2%	-7.3%
BLM inh	-0.5%	-0.1%	4.0%[12.4 µM]	-1.3%[12.4 µM]	-8.9%	3.3%[12.4 µM]	0.8%	-8.9%

25	C/C(CCN1CCc2nc(-c3ccccc3)c(-c3ccccc3)cc2C1)=N\OC[C@@H](O)[C@@H]1O[C@@H]2OC(C)(C)O[C@@H]2[C@H]1O
26	COC(=O)[C@@]1(Cc2ccccc2)[C@H]2c3cc(C(=O)N(C)C)n(Cc4ccc(S(C)(=O)=O)cc4)c3C[C@H]2CN1C(=O)c1ccccc1
27	CCCn1c(-c2ccc(F)cc2)nc2c(NCCN3CCCCC3)nc(C)nc21
28	COC(=O)c1ccc(C(/C=C/[C@@H](C)C(=O)NCc2ccc(OC)c(O)c2)NC(=O)OCc2ccccc2)cc1 (some centres undefined)
29	O=Cc1ccc(OC2C=CC(c3ccccc3)OC2CO)cc1 (centres undefined)
30	COc1ccc(-c2ccccc2C2NC(C(=O)O)CCC2C)cc1 (centres undefined)
31	CCOc1ccccc1-c1nnc2n1N=C(c1cc(OC)cc(OC)c1)CS2
32	CCC1=C2CC[C@H]3C(=O)NC(=O)[C@H]3[C@H]2[C@@]2(Cc3ccccc3)C(=NCc3ccccc3)OC(=O)N2C1=O
screen / no.	25	26	27	28	29	30	31	32
APEX1 inh	1.8%[12.4 µM]	?	2.8%	-5.9%	15.5%[12.4 µM]	-7.8%[12.4 µM]	23.2%	-1.6%
Apoferritin bind	-3.0%[15.3 µM]	-14.0%	-2.3%	-13.9%	0.0%[15.3 µM]	-1.4%[15.3 µM]	-20.5%	-8.6%
BLM inh	-0.2%[12.4 µM]	-9.6%	-3.7%	-8.5%	-0.9%[12.4 µM]	1.5%[12.4 µM]	0.9%	-2.4%

Reprinted from the part before: 2 compounds; new compounds follow.
31	CCOc1ccccc1-c1nnc2n1N=C(c1cc(OC)cc(OC)c1)CS2
32	CCC1=C2CC[C@H]3C(=O)NC(=O)[C@H]3[C@H]2[C@@]2(Cc3ccccc3)C(=NCc3ccccc3)OC(=O)N2C1=O
33	COC(=O)[C@@]1(Cc2ccc(F)cc2)[C@H]2c3cc(C(=O)N4CCCC4)n(CCc4ccc(OC)c(Br)c4)c3C[C@H]2CN1C(=O)c1ccccc1
34	COCCN(CCOC)c1nc(C)nc2c1nc(-c1ccccc1)n2CCN(C)C
35	CO[C@H]1COC(=O)[C@H]2CCCN2C(=O)[C@@H](C)COC(=O)C/C=C\[C@@H]1C
36	Cc1ccc(S(=O)(=O)N[C@H]2COC(=O)[C@@H](Cc3ccccc3)NC(=O)[C@@H](C)COC(=O)C/C=C\[C@@H]2C)cc1
37	COC(=O)NC/C=C\c1nc(CCCO)co1
38	COC(=O)[C@@]1(C)C=C[C@@H](Cc2ccccc2)N1C(C)=O
39	CO[C@@H]1COC(=O)[C@H](C)NC(=O)[C@@H](C)COC(=O)[C@H](C)NC(=O)C/C=C\[C@H]1C
40	COC(=O)NC(c1ccccc1)[C@@]1(C(=O)OC)CCCC1=O (some centres undefined)
screen / no.	31	32	33	34	35	36	37	38	39	40
APEX1 inh	23.2%	-1.6%	-1.5%	-8.9%	?	11.9%&-10.3%[12.4 µM]	22.6%[12.4 µM]	-2.8%	21.6%[12.4 µM]	?
Apoferritin bind	-20.5%	-8.6%	2.0%	-21.1%	-7.7%[15.3 µM]	-11.9%&2.4%[15.3 µM]	-2.9%[15.3 µM]	-8.5%	8.8%[15.3 µM]	-12.3%[15.3 µM]
BLM inh	0.9%	-2.4%	-8.7%	-8.6%	-3.0%[12.4 µM]	1.5%&0.2%[12.4 µM]	0.1%[12.4 µM]	0.6%	1.9%[12.4 µM]	3.1%[12.4 µM]

A draw from above in order of molar mass, smallest number first.
38	COC(=O)[C@@]1(C)C=C[C@@H](Cc2ccccc2)N1C(C)=O
40	COC(=O)NC(c1ccccc1)[C@@]1(C(=O)OC)CCCC1=O (some centres undefined)
34	COCCN(CCOC)c1nc(C)nc2c1nc(-c1ccccc1)n2CCN(C)C
screen / no.	38	40	34
APEX1 inh	-2.8%	?	-8.9%
Apoferritin bind	-8.5%	-12.3%[15.3 µM]	-21.1%
BLM inh	0.6%	3.1%[12.4 µM]	-8.6%

More results follow.
41	O=C1C2=CC[C@H]3C(=O)N(C4CCCCC4)C(=O)[C@@H]3[C@@H]2[C@H](O)[C@@H]2O[C@H]12
42	CC(C)c1ccccc1S(=O)(=O)c1cc(N)c2ncccc2c1[N+](=O)[O-]
43	COC(=O)[C@@H]1C[C@H]1[C@@H](NC(=O)c1cc(C)nn1C)c1ccccc1
44	C[C@H](O/N=C1/[C@H]2O[C@@H]2[C@@H](O)[C@H]2[C@H]1CCn1c(=O)n(-c3ccccc3)c(=O)n12)c1cn([C@H](CO)Cc2ccccc2)nn1
45	COc1cccc(C2=Nn3c(nnc3-c3ccc(OC)c(OC)c3)SC2)c1
46	CCCC[C@@H]1C[C@H]1C(NC(=O)c1ccccc1)c1ccc(C(F)(F)F)cc1 (some centres undefined)
47	CS(=O)(=O)c1ccc(CNC(=O)[C@@H]2C[C@H]2[C@@H](NP(=O)(c2ccccc2)c2ccccc2)c2ccccc2)cc1
48	O=C(O)c1ccc2c(c1)C(=O)N([C@H](Cc1c3ccccc3cc3ccccc13)C(=O)O)C2=O
screen / no.	41	42	43	44	45	46	47	48
APEX1 inh	10.4%[12.4 µM]	-6.4%	-6.0%	17.5%&-2.8%[12.4 µM]	-4.0%	-0.8%	-5.0%	-15.2%
Apoferritin bind	3.4%[15.3 µM]	-20.1%	-15.9%	1.2%&-4.5%[15.3 µM]	-17.9%	6.4%	-13.5%	0.4%
BLM inh	3.5%[12.4 µM]	2.9%	-0.1%	1.2%&-0.6%[12.4 µM]	-3.7%	-9.1%	-12.0%	7.1%

49	CCN1CCCC1Cn1c(-c2ccccc2)nc2c(NC3CCCCC3)nc(C)nc21 (centres undefined)
50	COC(=O)[C@@]1(Cc2ccc(OC)cc2)[C@H]2c3cc(C(=O)N4CCCC4)n(Cc4cc(F)c(F)c(F)c4)c3C[C@H]2CN1C(=O)c1ccccc1
51	COC(=O)[C@@]1(Cc2ccccc2)[C@H]2c3cc(C(=O)N4CCCC4)n(Cc4ccc(C)o4)c3C[C@H]2CN1C(=O)c1ccccc1
52	CC(C)CO/N=C1/C[C@@H](O)[C@@H](O)[C@@H]2[C@@H]3C(=O)N(C[C@@H]4CCCO4)C(=O)[C@H]3CC[C@@H]12
53	Cc1ccc(CNC(=O)[C@H]2C[C@@H]2[C@H](NP(=O)(c2ccccc2)c2ccccc2)c2ccccc2)c(F)c1F
54	CCOC(=O)N/N=C1/C[C@@H](O)[C@@H](O)[C@@H]2[C@H]3C(=O)N(c4ccc(F)cc4F)C(=O)[C@@H]3CC[C@H]12
55	COC(=O)CCCCCN1C(=O)NC(CC2CC2)C(C(=O)OCc2ccccc2)=C1C (centres undefined)
56	C[C@@H](C(=O)Nc1ccc2ccccc2c1)[C@@H]1C[C@@]1(C)[C@@H](NS(=O)(=O)c1ccc(-c2ccccc2)cc1)c1ccccc1
screen / no.	49	50	51	52	53	54	55	56
APEX1 inh	-0.4%	8.2%	-5.5%	18.3%[12.4 µM]	-6.9%	-11.1%[12.4 µM]	0.7%	7.2%
Apoferritin bind	-15.5%	-5.4%	-10.2%	-6.4%[15.3 µM]	-1.3%	0.2%[15.3 µM]	-8.1%	3.4%
BLM inh	-3.0%	-8.5%	-19.5%	-0.8%[12.4 µM]	-8.2%	-3.0%[12.4 µM]	-6.4%	0.0%

Screens: PubChem BioAssay, National Center for Advancing Translational Sciences (NCATS)
